Glioma ERSR ind – induces the endoplasmic reticulum stress response in human glioma cells | U87-MG GRP78 promoter luciferase reporter, 16 h | Potency, µM, inactives show top-dose activation, usual class: activators | 420,000 compounds, 0.02% hits | AID 602332; note: potency is the fitted concentration of half-maximal effect; series mostly up to about 76 µM; % of control where 0% means no effect; nearly all actives have a fitted effect of over 35% in size
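Stably transfected U87-MG human glioma cells carrying a GRP78-based luminescent sensor were seeded at 1000 cells/well, pin-dosed with compounds and incubated 16 h. Luciferase reagent was then added, and end-point luminescence was read after 10 min at room temperature.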
TrxR1 inh – inhibitors of rat thioredoxin reductase 1; O89049; recombinant rTrxR1, NADPH fluorescence consumption, selenite substrate; Potency, µM (titrated, usually from 114 µM), without a hit: at the top dose activity change, negative = inhibition, most hits filed as inhibitors; 390,000 compounds, 1% hits; note: potency is the fitted concentration of half-maximal effect; % is set by controls: 0 for no effect and ±100 for the full control effect; nearly all actives have a fitted effect of over 65% in size
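Rat TrxR1 (90 nM in the dispensed reagent) was pre-reduced with 400 uM NADPH for 5 min at room temperature, then incubated with compound for 15 min. After 400 uM selenite was added, NADPH fluorescence (Ex 340/Em 450 nm) was followed for 8 min.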
Vif-APOBEC3F blk – blocks the Vif interaction with APOBEC3F. HeLa A3F-eYFP + Vif (tagged APOBEC3F with the HIV-1 protein that degrades it), YFP fluorescence increase. Potency, µM (highest dose often 46.1 µM), for inactives: at the top dose activity, negative = active. 390,000 compounds, 0.2% hits; note: potency is the fitted concentration of half-maximal effect; % of control where 0% means no effect; nearly all actives have a fitted effect of over 65% in size
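HeLa cells stably expressing Vif plus C-terminally eYFP-tagged A3F were seeded, incubated overnight at 37 deg C, dosed with compound, incubated overnight again at 37 deg C. Yellow fluorescence (Ex 488/Em 500-530) reported blocked Vif-mediated A3F-eYFP degradation.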
LDHA inh – inhibitors of human lactate dehydrogenase A; activity change, % (values are at about 110 or 230 µM); purified LDHA, NADH/diaphorase-resazurin fluorescence; stronger effect = lower value; 480,000 compounds, 0.15% hits; P00338; in the data active = activity change below about -30%; inconclusive = mostly about -25% to -30%;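 note: plate controls were DMSO wells for no effect and wells without enzyme for full effect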
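Resorufin fluorescence (ex540/em590), read at 0 and 20 min after diaphorase/resazurin addition, reports the NADH left after a 5 min room-temperature reaction of 2 nM human LDH5 with 0.06 mM NADH and 0.2 mM pyruvate.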
Vif-APOBEC3G blk – inhibitors of Vif-APOBEC3G interaction. HeLa A3G-eYFP + Vif (tagged APOBEC3G with the HIV-1 protein that degrades it), YFP fluorescence, overnight. Q9HC16. 410,000 compounds, 0.076% hits. AID 602310. Potency, µM (series often up to 46.1 µM), for the others: top-dose activity, negative = active, actives largely listed as inhibitors;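 note: potency is the fitted concentration of half-maximal effect; % is set by controls: 0 for no effect and ±100 for the full control effect; nearly all actives have a fitted effect of over 60% in size; hits raise eYFP signal because A3G escapes Vif-driven loss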
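Read-out is eYFP fluorescence (Ex 488/Em 500-530) from Vif-expressing HeLa A3G-eYFP cells; more signal means A3G escaped Vif-mediated degradation. Cells plated overnight, compound pinned in, incubated overnight at 37 deg C.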
IDH1 R132H inh – inhibitors of human mutant IDH1 R132H; Potency, µM (top dose mostly 76.6 µM), for inactives: at the highest dose activity change, negative = inhibition, actives largely listed as inhibitors; AID 602179; 390,000 compounds, 0.093% hits; IDH1-R132H enzyme, NADPH consumption, diaphorase/resazurin fluorescence; O75874; note: potency is the fitted concentration of half-maximal effect; % is set by controls: 0 for no effect and ±100 for the full control effect; nearly all actives have a fitted effect of over 65% in size
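IDH1-R132H (0.5 ug/mL) preincubated 30 min with compound, then NADPH (0.016 mM) and alpha-KG (2 mM) added; 80 min at RT, pH 7.5. Remaining NADPH coupled via diaphorase/resazurin to fluorescence (540/590 nm); concentration-response curves normalized to no-enzyme control.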
USP1-UAF1 inh – inhibitors of human USP1/UAF1 deubiquitinase; O94782; recombinant USP1/UAF1, Ub-Rhodamine cleavage fluorescence; Potency, µM (top dose mostly 57.1 µM), inactives show top-dose activity change, negative = inhibition, usual class: inhibitors; 390,000 compounds, 0.23% hits; AID 743255; note: potency is the fitted concentration of half-maximal effect; % is set by controls: 0 for no effect and ±100 for the full control effect; nearly all actives have a fitted effect of over 60% in size; inactives centre near -12
Target sequence (O94782 whole entry, looked up): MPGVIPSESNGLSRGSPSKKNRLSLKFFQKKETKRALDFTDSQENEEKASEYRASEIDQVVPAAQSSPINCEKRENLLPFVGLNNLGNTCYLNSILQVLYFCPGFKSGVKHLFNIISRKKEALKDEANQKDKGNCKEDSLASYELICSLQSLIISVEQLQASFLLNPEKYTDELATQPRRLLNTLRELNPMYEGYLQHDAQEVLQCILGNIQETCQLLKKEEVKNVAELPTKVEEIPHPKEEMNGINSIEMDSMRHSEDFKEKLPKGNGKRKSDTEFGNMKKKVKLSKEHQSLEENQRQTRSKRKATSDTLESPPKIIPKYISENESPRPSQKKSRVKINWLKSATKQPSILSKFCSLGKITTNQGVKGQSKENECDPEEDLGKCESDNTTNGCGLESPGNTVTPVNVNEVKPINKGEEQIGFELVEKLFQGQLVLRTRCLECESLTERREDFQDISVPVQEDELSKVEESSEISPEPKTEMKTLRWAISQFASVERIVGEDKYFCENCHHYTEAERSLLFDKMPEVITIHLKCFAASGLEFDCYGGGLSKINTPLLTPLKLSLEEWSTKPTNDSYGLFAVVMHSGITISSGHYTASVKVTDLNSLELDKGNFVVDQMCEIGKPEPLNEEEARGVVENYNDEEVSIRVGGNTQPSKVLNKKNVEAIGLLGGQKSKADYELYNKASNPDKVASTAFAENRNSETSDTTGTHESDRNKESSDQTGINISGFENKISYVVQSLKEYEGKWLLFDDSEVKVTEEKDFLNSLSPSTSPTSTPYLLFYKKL
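1 nM enzyme complex + cpd, 15 min RT; start with Ub-Rho 150nM final; kinetic fluorescence ex 480/em 540, 6 reads q60 s. Buffer 50mM HEPES pH 7.8, 0.5mM EDTA, 0.1 mg/ml BSA, 1mM TCEP, 0.01% Tween-20.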
RGS4 inhibitor – inhibitors of human regulator of G protein signaling 4. P49798. Transcreener GDP fluorescence polarization, RGS4-accelerated GTP hydrolysis. Potency, µM (titrated, usually from 114 µM), inactives show top-dose activity change, negative = inhibition, usual class: inhibitors. 390,000 compounds, 0.039% hits. AID 504845; note: potency is the fitted concentration of half-maximal effect; % is set by controls: 0 for no effect and ±100 for the full control effect; nearly all actives have a fitted effect of over 75% in size; some results filed as inactive show a strong effect at the top dose
Target sequence (P49798 whole entry, looked up): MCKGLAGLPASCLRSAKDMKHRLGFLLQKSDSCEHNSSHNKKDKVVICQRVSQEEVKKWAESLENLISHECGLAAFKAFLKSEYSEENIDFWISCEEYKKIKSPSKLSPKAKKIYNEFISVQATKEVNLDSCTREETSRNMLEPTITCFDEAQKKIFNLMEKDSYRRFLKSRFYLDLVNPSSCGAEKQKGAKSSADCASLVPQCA
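MLSMR compounds (23 nl, pin-transferred) preincubated 10 min at room temperature with a 500nM (2x) first reagent, then RGS4 at 900nM (2x) plus Transcreener GDP mix added; fluorescence polarization (620/688 nm) read before and after 90 min at 30 °C.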
TrxR1 substrate – substrates of rat thioredoxin reductase 1; AID 588456; Potency, µM (titrated, usually from 114 µM), without a hit: top-dose activity change, negative = substrate turnover; purified TrxR1 substrate turnover, NADPH consumption readout; 390,000 compounds, 0.01% hits; note: potency is the fitted concentration of half-maximal effect; % is set by controls: 0 for no effect and ±100 for the full control effect; nearly all actives have a fitted effect of over 50% in size
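Rat TrxR1, dispensed at 90 nM, was prereduced with 400 uM NADPH (final) for 5 min at ~22 deg C, then incubated with compound 15 min before 400 uM selenite. A first-read NADPH fluorescence drop versus no-compound background flagged substrates.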
* hit, by the source's call; u = inconclusive; x = not tested or not shown; & = joins results of further samples; [ ] = dose if it differs, or a comment. Unless noted, calls come from the whole dose curve; as a rule, active = well fitted curve in the direction sought with a large enough effect; inconclusive = small, poorly fitted or top-dose-only effect, or another doubt; inactive = no such curve, though single readings can be large; an effect the other way counts as inactive or inconclusive.

Molecule	Glioma ERSR ind	TrxR1 inh	Vif-APOBEC3F blk	LDHA inh	Vif-APOBEC3G blk	IDH1 R132H inh	USP1-UAF1 inh	RGS4 inhibitor	TrxR1 substrate
O=C(NCc1ccc(C(F)(F)F)cc1)C1CC(c2ccccc2[N+](=O)[O-])=NO1 (stereo unspecified)	-3%	18%[57.1 µM]	0%	-7	3%	-1%	-11%	2%	10%[57.1 µM]
CC(NCc1cccc(OCc2ccccc2)c1)C(O)c1ccccc1 (stereo unspecified)	-2%	16%	u	-4	-6%	4%	-22%	13%	4%
Cc1ccc(-n2ncc(C(=O)NCc3cccs3)c2C2CCN(C(=O)OC(C)(C)C)CC2)cc1	-4%	7%	0%	-2	4%	-13%	-26%	4%	-12%
CC(=O)NCCNC(=O)CNC(=O)c1ccc(Cl)cc1	-2%	-15%	3%	-4	-1%	8%	4%	38%	-10%
CCOC(=O)C1=C(CN2CCN(C(=O)c3ccco3)CC2)NC(=O)NC1c1ccc(C)cc1 (stereo unspecified)	-2%	u	1%	1	-2%	7%	7%	66%[activator]	-2%
CCn1nc(NC(=O)c2ccncc2)c2cc3cc(C)ccc3nc21	-7%	17%[57.1 µM]	6%	4	-7%	6%	-15%	-42%[11.4 µM]	-12%
O=C(COC(=O)C1=COCCO1)Nc1cccc(S(=O)(=O)N2CCOCC2)c1	-3%	15%	9%	-3	-2%	4%	-13%	5%	62%[activator]
O=S(=O)(NCc1ccccc1F)NCc1ccccc1F	-5%	27%	5%	-3	-4%	0%	-2%	13%	10%
O=C1N=C(N2C=CC(=C3C=CNC=C3)C=C2)/C(=C/N=NC(=O)c2ccccc2)S1	-4%	25%[57.1 µM]	-15%	-7	0%	2%	-17%	-22%	15%[57.1 µM]
CCCN(CCC)C(=O)c1c[nH]c2ccc(S(=O)(=O)N(C)c3ccc(Cl)cc3)cc2c1=O	-4%	12%[57.1 µM]	1%	0	-1%	-7%	-12%	17%	0%[57.1 µM]
COc1ccc(C(=O)Oc2ccc3c(c2)OCO3)cc1OC	1%	1%	5%	-7	3%	0%	-16%	-12%	-6%
O=C(O)c1ccccc1C(=O)N1CCN(Cc2ccc3c(c2)OCO3)CC1	-3%	19%	0%	-2	3%	-14%	-5%	13%	7%
Cc1ccc(C(=O)Nc2ccc3c(c2)n(C)c(=O)c(=O)n3C)cc1	-3%	-1%	0%	9	1%	15%	-15%	7%	-4%
COc1cc(C2NC(=S)NC3=C2CCc2ccccc23)cc(OC)c1OC (stereo unspecified)	-4%	0%[57.1 µM]	-6%	-4	0%	0%	-20%	-36%	7%[57.1 µM]
CC(NC(=O)COC(=O)C1CCN(c2ccc(C(F)(F)F)cn2)CC1)c1ccccc1 (stereo unspecified)	-2%	x	-9%	6	-3%	10%	-8%	x	x
CC(Cc1ccco1)NC(=O)c1cccc(S(=O)(=O)N(C)C)c1 (stereo unspecified)	-6%	6%	-17%	-3	1%	16%	-6%	3%	5%
CCCN1CN=C(NS(=O)(=O)c2ccc(NC(C)=O)cc2)NC1	-4%	2%	0%	-3	-1%	3%	-18%	-17%	-1%
CC(=O)OC1(C(C)=O)CCC2C3CC4OC45CC(O)CCC5(C)C3CCC21C (stereo unspecified)	-2%	0%	9%	-12	-3%	-1%	-14%	20%	-3%
Cc1sc(-n2c(C)cc(/C=C3\SC(=S)NC3=O)c2C)c(C#N)c1C	u	u	u	-7	-25%	-19%	u	-47%	-5%[57.1 µM]
O=C(O)c1ccc(NS(=O)(=O)c2cccc(C(=O)Nc3cccc(C(=O)O)c3)c2)cc1	-5%	2%	-8%	-2	-1%	-5%	-12%	13%	-9%
COC(=O)[C@]1(CC(C)C)N[C@H](c2ccc(-c3ccccc3)cc2)[C@@H]2C(=O)N(C)C(=O)[C@@H]21	-5%	34%[57.1 µM]	1%	7	-6%	-17%	-18%	16%	7%[57.1 µM]
O=C(NNS(=O)(=O)c1ccccc1)c1cc2cc3ccccc3nc2s1	5%	10%[57.1 µM]	-1%	1	-12%	3%	-8%	-28%	1%[57.1 µM]
O=C(c1ccco1)N1CCN(C(=O)C2CC(c3ccc(F)cc3)=NO2)CC1 (stereo unspecified)	-2%	-7%[57.1 µM]	-12%	-4	0%	-1%	-4%	u	2%[57.1 µM]
CCCCn1c(=O)cc(N2CCOCC2)[nH]c1=O	-3%	u	2%	-1	-2%	0%	-6%	-20%	9%[57.1 µM]
CC(=O)c1ccc(S(=O)(=O)N2CCN(CC(=O)NC(=O)NC3CCCCC3)CC2)cc1	-2%	-1%	2%	-3	-4%	2%	-2%	-1%	-12%
COc1cc(/C=C2\SC(=S)N(CCCCC(=O)O)C2=O)ccc1OS(=O)(=O)c1ccc(C)cc1	-2%	4%	-16%	0	-24%	u	u	u	-1%
O=S(=O)(O)c1c(NS(=O)(=O)c2ccccc2)ccc2ccccc12	-1%	1%	x	2	2%	x	x	8%	5%[0.457 µM]
O=C1CC(NNc2ccccc2)C(=O)N1c1ccc(N2CCCCC2)cc1 (stereo unspecified)	1%	-13%[57.1 µM]	-9%	-4	0%	2%	-9%	u	4%
O=C(NCc1cccc(Cl)c1)C1CCCO1 (stereo unspecified)	0%	6%[57.1 µM]	-4%	-5	1%	-1%	-15%	-21%	6%[57.1 µM]
CC1CC(NC2=NCCS2)CC(C)(C)C1 (stereo unspecified)	-5%	1%[57.1 µM]	0%	-5	0%	3%	-6%	2%	4%[57.1 µM]
NNc1nc2ccc(F)cc2s1	0%	-2%	1%	2	1%	7%	-18%	-38%	-7%
NNC(=O)C1=NOC(CNc2ncc(C(F)(F)F)cc2Cl)C1 (stereo unspecified)	-4%	9%	x	-4	-1%	2%	-9%	11%	5%
COCCOC(=O)C1=C(C)OC(N)=C(C#N)C1c1cc2cccc(C)c2nc1Cl (stereo unspecified)	-2%	-4%[57.1 µM]	u	3	4%	3%	-13%	-24%	13%
Cc1cccc(NC(=S)NC(=O)c2ccc(Br)o2)c1C	-1%	-23%	-29%	-3	-2%	8%	-20%	-11%	-6%
Nn1c(SCc2cccc(Cl)c2)nnc1-c1ccncc1	-4%	20%[57.1 µM]	1%	2	-3%	5%	-15%	8%	8%[57.1 µM]
CCCn1c(NC(=O)CCNC(=O)c2ccccc2Cl)nc2ccccc21	-6%	9%	0%	-3	-1%	-1%	-20%	13%	5%
N#Cc1c(-c2ccccc2)nc(-c2ccccc2)nc1N1CCOCC1	-4%	6%	x	-2	-6%	4%	-6%	23%	8%
Cc1cccc(-n2c(=O)c3c4c(sc3n3c(C)nnc23)CCCC4)c1	3%	5%[57.1 µM]	2%	-2	-3%	22%	-3%	-5%	4%[57.1 µM]
N#Cc1ccccc1C[C@H](N)C(=O)NC[C@H]1O[C@@H](n2ccc(N)nc2=O)[C@H](O)[C@@H]1O	-5%	x	4%	-7	-1%	5%	-7%	x	x
COc1ccc(-c2c(C)nn3c(C)cc(C)nc23)cc1	-4%	2%[57.1 µM]	3%	-2	2%	-3%	-24%	-20%	-7%
Cc1cc(OCC(=O)Nc2cccnc2)c2c(C)cc(=O)oc2c1	-2%	34%	-2%	-4	-6%	-1%	-26%	9%	102%[activator]
O=C(Nc1ccccn1)c1ccc(Cl)c(S(=O)(=O)N2CCCCCC2)c1	10%	25%	u	-3	1%	3%	-9%	24%	8%[57.1 µM]
CCCc1nnc(SCC(=O)N2CCCC2)n1Cc1ccco1	-9%	22%[57.1 µM]	6%	-9	0%	13%	-13%	16%	12%[57.1 µM]
CC1CCCCN1S(=O)(=O)c1ccc(C(=O)N2CCOCC2)cc1 (stereo unspecified)	-4%	14%	2%	-8	0%	-2%	-4%	2%	5%
Oc1ccc(/C=N/n2c(COc3ccccc3)n[nH]c2=S)cc1O	-6%	-22%	-5%	8	-1%	1%	-9%	-48%	-5%
CCNc1nc(NC(C)C)nc(N(C#N)Cc2ccccc2)n1	-5%	5%[57.1 µM]	-18%	-1	1%	4%	-8%	50%	3%[57.1 µM]
CCN1CCN(Cc2ccc(NC(=O)c3cc(NC(=O)c4cnnc5ccccc45)cc(OC)c3)cc2C(F)(F)F)CC1	-10%&-6%	21%[57.1 µM]	-4%&4%	4&-1	-22%&6%	-3%&2%	-10%&-19%	-2%	-10%
CC(C)CCC1(CCNC(C)c2cccs2)CCOC(C)(C)C1 (stereo unspecified)	-4%	27%[57.1 µM]	-18%	-1	6%	14%	-6%	-12%	-1%[57.1 µM]
CCOc1ccccc1N(CC(=O)N1CCCCCC1)S(=O)(=O)c1ccc(C)cc1	-3%	3%	1%	-10	2%	2%	0%	28%	-6%
COc1cc(Br)cc(Br)c1OCC(=O)N/N=C/c1c(C)n(C)n(-c2ccccc2)c1=O	1%	10%	8%	2	-6%	-10%	-29%	6%	-3%

Compound activity as filed in PubChem BioAssay.

An excerpt; rates above refer to the full screens.
